# Source: PubChem BioAssay (several laboratories)
# CRFBP-R2 block: CRF-BP/CRF-R2 complex antagonism; AID 588475; HEK293 CRF-R2/CRF-BP, CRF-induced calcium fluorescence; inhibition, % at 11.8 µM; actives 0.59% (n = 350,000);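 active = inhibition of the ligand-induced calcium signal above about 50% at the single tested concentration, limit read from the data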
# IDE inh: cellular human IDE inhibition; HEK cells, FAbetaB cleavage, fluorescence polarization; inhibition, % at 5.59 µM; actives 0.41% (n = 320,000);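 active = percent inhibition above the average of all tested compounds plus 3 SD, set per screening campaign, cut at about 16% in these data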;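 also: IDE supplied by intact live HEK cells; FP after avidin binding of uncleaved biotin substrate so inhibition keeps polarization high; 0% = DMSO wells and 100% = 60 µM reference IDE inhibitor Ii1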
# CHRM5 antagonist: CHRM5 antagonism in calcium assay; CHO-hM5 cells, Fluo-8 calcium fluorescence, ACh EC80; inhibition, % at 3 µM; actives 0.59% (n = 360,000);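 active = inhibition above a per-plate cutoff, the mean of that plate's test compounds plus 3 SD, cut at about 27% in these data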;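 also: 0% = acetylcholine EC80 with DMSO and 100% = DMSO without agonist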
# Target sequence (P08912 whole entry, looked up): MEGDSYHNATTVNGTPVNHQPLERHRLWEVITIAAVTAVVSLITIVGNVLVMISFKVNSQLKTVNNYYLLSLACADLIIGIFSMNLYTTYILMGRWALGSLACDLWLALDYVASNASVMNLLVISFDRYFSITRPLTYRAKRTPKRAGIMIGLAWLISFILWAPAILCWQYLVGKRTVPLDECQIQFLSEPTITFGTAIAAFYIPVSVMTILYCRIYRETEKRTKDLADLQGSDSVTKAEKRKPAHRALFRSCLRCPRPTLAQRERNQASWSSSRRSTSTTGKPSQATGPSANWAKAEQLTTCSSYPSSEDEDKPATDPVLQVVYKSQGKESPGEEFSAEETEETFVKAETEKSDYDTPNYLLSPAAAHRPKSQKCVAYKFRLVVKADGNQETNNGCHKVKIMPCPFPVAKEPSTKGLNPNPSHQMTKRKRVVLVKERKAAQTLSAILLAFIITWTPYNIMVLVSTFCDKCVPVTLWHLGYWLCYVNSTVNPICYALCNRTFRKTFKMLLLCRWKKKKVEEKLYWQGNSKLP
# M5 PAM: positive allosteric modulators of human muscarinic M5 receptor | CHO-K1 hM5, Fluo-8 calcium, ACh EC20 PAM; 0% = ACh EC20, 100% = ACh EC100 | activation, % at 3 µM | actives 0.3% (n = 360,000) | AID 624038;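 active = activation above the run cutoff, the mean activation of all test compounds plus 3 SD, cut at about 18% in these data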
#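 Assay system: CHO-K1 hM5 cells. Also added: acetylcholine at EC20 concentration, added after compound. Dosing: 3 µM, single dose. Times: compound preincubation 140 s before EC20 acetylcholine addition. Signal: Fluo-8 calcium fluorescence. Measure: % activation relative to EC20 and EC100 ACh responses. Repeats: singlicate, one well per test compound.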
# CRFBP-R2 agonist: agonists of human CRF-binding protein/CRF-R2 receptor complex; AID 588473; HEK293 CRF-R2/CRF-BP, calcium dye fluorescence (FLIPR); percent of saturating CRF peptide response; actives 0.46% (n = 350,000); activation, % at 13.2 µM;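 active = activation of at least 50%, plus an integration ratio under a set limit after plate pattern correction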;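 also: plate controls were neutral control wells without compound for no effect and CRF at EC100 for full effect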
# CHRM4 agonist: CHRM4 agonism in calcium assay; AID 624127; CHO-K1 hM4/Gqi5, Fluo-8 calcium fluorescence; vehicle 0%, full acetylcholine response 100%; actives 0.14% (n = 360,000); activation, % at 3 µM; P08173;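 active = activation above the run mean over all test wells plus 3 SD, cut at about 32% in these data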;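 also: peak over basal fluorescence ratio per well then scaled between controls; 0% = DMSO wells and 100% = acetylcholine at EC100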
# Target sequence (P08173 whole entry, looked up): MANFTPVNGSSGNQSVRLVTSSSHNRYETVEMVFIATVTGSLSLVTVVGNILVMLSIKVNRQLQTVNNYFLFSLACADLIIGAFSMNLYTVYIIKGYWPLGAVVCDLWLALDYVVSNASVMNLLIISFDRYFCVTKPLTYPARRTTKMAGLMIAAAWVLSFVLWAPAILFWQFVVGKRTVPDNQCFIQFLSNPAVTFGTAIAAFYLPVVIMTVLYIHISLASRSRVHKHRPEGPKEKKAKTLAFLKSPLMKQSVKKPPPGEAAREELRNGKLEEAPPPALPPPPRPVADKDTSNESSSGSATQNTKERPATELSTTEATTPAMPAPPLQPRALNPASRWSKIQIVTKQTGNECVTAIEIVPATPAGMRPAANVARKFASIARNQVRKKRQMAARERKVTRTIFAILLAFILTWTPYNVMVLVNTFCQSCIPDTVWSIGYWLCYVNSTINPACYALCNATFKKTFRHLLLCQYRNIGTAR
# M4 PAM: positive allosteric modulators of human muscarinic M4 receptor. CHO-K1 hM4/Gqi5, Fluo-8 calcium fluorescence, ACh EC20; 0% = ACh EC20, 100% = maximal ACh. actives 0.4% (n = 360,000). activation, % at 3 µM. P08173;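 active = activation above its plate's cutoff, the mean activation of sample wells plus 3 SD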; also: some results filed as inactive read as strong as hits
# M4 antag: CHRM4 antagonism in calcium assay; CHO-hM4 cells, ACh EC80, Fluo-8 calcium fluorescence; actives 0.73% (n = 360,000); AID 624125; inhibition, % at 3 µM;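 active = inhibition above its plate's cutoff, the mean inhibition of sample wells plus 3 SD, cut at about 27% in these data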;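 also: 0% = acetylcholine EC80 with DMSO and 100% = DMSO without agonist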
# CHRM5 agonist: agonists of human muscarinic M5 receptor (CHRM5) | P08912 | activation, % at 3 µM | AID 624037 | actives 0.19% (n = 360,000) | CHO-K1 hM5 cells, Fluo-8 calcium fluorescence; 0% DMSO wells, 100% maximal acetylcholine response;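 active = activation above the run's mean over test compounds plus 3 SD, cut at about 23% in these data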;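 also: signal is peak over basal fluorescence ratio across the kinetic read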
# * marks the source's active call; other numbers are inactive results; x = no result given.
CRFBP-R2 block	IDE inh	CHRM5 antagonist	M5 PAM	CRFBP-R2 agonist	CHRM4 agonist	M4 PAM	M4 antag	CHRM5 agonist	SMILES
-21	-2	-1	-17	7.4	6	3	0	-4	C=CCN(CC=C)S(=O)(=O)c1ccc(NC(=S)NC(=O)C2CC2)cc1
-19	0	7	-13	-1.1	11	-8	-2	-1	Cc1ccc2nc(CSc3nnc(Nc4ccccc4C)s3)cc(=O)n2c1
-13	-3	5	0	-0.9	3	-4	3	3	Fc1ccccc1/C=N/Nc1ncnc2ccccc12
9	-1	-5	0	-1.0	1	11	0	1	CCOc1ccnc(OCC)c1Br
-9	2	5	5	-4.0	0	-4	4	1	COc1ccc(C(=O)N2CCN(Cc3nc(CC4CC4)no3)CC2)cc1
-20	6	-1	5	2.6	1	-3	-1	0	CCC(=O)Nc1ccc(F)c(Cl)c1
5	3	-5	6	0.1	1	0	2	5	Clc1ccc(OCc2nc(-c3ccccn3)n[nH]2)cc1
5	6	-2	9	0.6	0	-10	-1	3	Cn1cc(Br)c(-c2cccc(NC(=O)CCCC(=O)O)c2)n1
9	-5	10	1	2.6	2	6	0	0	O=C(NCc1cccc(OC(F)(F)F)c1)c1cccc2c1C(=O)c1ccc(-c3ccc(F)cc3OCc3ccccc3)cc1S2(=O)=O
12	-1	-4	-1	-2.0	2	5	1	2	O=C(Nc1ncccc1O)c1ccc(C(=O)c2ccccc2)cc1
72*	2	-11	-4	-6.4	13	-1	-19	1	CCOC(=O)C1CCN(c2cc3c(cc2NC(=O)c2cc(OC)ccc2Br)n(C)c(=O)n3C)CC1
7	1	10	-2	-3.1	3	3	-1	-3	COc1ccc(NC(=O)CCCCC#Cc2ccccc2)cc1
8	7	1	3	0.5	0	-10	9	-4	CCN1CCN(c2ccc(N3CCN(C(=O)c4ccc(Br)o4)CC3)nn2)CC1
-13	9	5	1	-0.7	2	3	0	-13	O=C(c1ccccc1)N1CCN(CC(O)COCC2CC=CCC2)CC1 (stereo unspecified)
16	1	-6	6	-0.8	0	17	3	1	CC(NC(=O)c1csc2ccccc12)C1CCCO1 (stereo unspecified)
34	-3	8	-1	-4.1	0	3	4	-1	CCN(C(=S)Nc1cccc(C)c1)c1ccccc1
0	2	9	0	-1.7	1	10	7	2	NC(=O)C[C@@H]1NC(=O)CNC(=O)c2cc([N+](=O)[O-])cc(I)c2NCCC(C(N)=O)NC1=O (stereo partly specified)
1	2	4	8	0.2	-2	3	0	-8	O=S1(=O)CCO[C@H]2Cc3ccccc3[C@H]2N1Cc1cccc(C(F)(F)F)c1
6	4	1	2	-0.7	0	-2	0	-5	O=C(NCCCn1ccnc1)c1ccc(Br)cc1
-3	x	1	3	1.1	2	14	-2	1	O=C(CN1CSCC1=O)N1CCN(S(=O)(=O)c2cc(C(F)(F)F)ccc2Cl)CC1
-1	5	4	1	-1.2	1	1	0	-2	O=S(=O)(CCN1CCCCC1)Oc1ccc(Cl)cc1Cl
-26	-2	-7	0	0.0	3	-12	3	-21	c1ccc2c(OCCCN3CCCCCC3)cccc2c1
-25	15	9	-4	12	6	-6	1	-1	Cc1cc(N/N=C/c2ccc([N+](=O)[O-])o2)nc2ccccc12
-29	-1	-2	-1	1.1	0	2	6	-6	Cc1nn2c(N3CCOCC3)c3c(nc2c1-c1ccccc1)CCCC3
-7	-4	-9	0	-1.5	5	6	-15	-1	CC1=Nc2cc(C(=O)NCC3CCCO3)ccc2Sc2ccc(C)cc21 (stereo unspecified)
28	4	0	-1	-0.7	0	13	-2	-2	CCOC(=O)/C(C#N)=C\N(C)C
7	2	2	2	-1.4	3	-12	12	-7	O=c1onc(-c2ccccc2Cl)n1-c1ccccc1Cl
1	-1	-1	-6	-0.7	3	1	12	-6	Brc1ccc(OCCn2ccnc2)cc1
16	1	-4	-2	-0.3	2	0	0	1	CCOC(=O)c1cc(-c2ccccc2)n(CC(=O)Nc2ccc(OC)c(OC)c2)c1C
-4	-4	14	-8	3.0	0	0	1	-2	O=S(=O)(c1ccccc1)N1CCN(C(c2ccccc2)c2ccc(OC(F)(F)F)cc2)CC1 (stereo unspecified)

# New compounds follow:
CRFBP-R2 block	IDE inh	CHRM5 antagonist	M5 PAM	CRFBP-R2 agonist	CHRM4 agonist	M4 PAM	M4 antag	CHRM5 agonist	SMILES
32	-4	7	-5	-11	7	9	-10	1	O=C(C1CC(=O)N(C2CCCC2)C1)N1CCN(c2cccc(Cl)c2)CC1 (stereo unspecified)
-2	2	5	-7	0.6	0	11	-11	-3	C=C(C)Cn1c(N2CCN(CC)CC2)nc2c1c(=O)[nH]c(=O)n2C
-9	6	2	-3	-0.4	-2	8	-7	-4	CCCC(C)NC(=O)c1ccc2[nH]c3c(c2c1)CC(C)CC3 (stereo unspecified)
29	3	-1	-1	0.1	1	-6	8	-2	CC(C)C(=O)Nc1ccc(NC(=O)c2ccc([N+](=O)[O-])cc2Cl)cc1
14	-2	2	-4	-0.6	0	4	-4	0	O=S(=O)(CCOc1ccccc1)N1CCOCC1
11	-3	13	-12	2.0	12	-16	1	-7	O=S(=O)(c1ccccc1)N1CC=C(c2ccccc2)CC1
-16	2	1	-9	1.2	1	-9	14	1	O=C(CSc1nc2ccccc2c(=O)n1-c1cccc(C(F)(F)F)c1)NC1CC1
-14	-1	7	4	-1.1	4	1	9	0	CN1CCN(S(=O)(=O)c2cccc(C(=O)Oc3ccc(Br)cc3F)c2)CC1
-3	-10	5	2	1.3	1	5	-6	2	Cc1cc(NC(=O)CSc2ncccc2C(=O)O)no1
3	1	17	-8	0.1	9	-10	-4	2	CCNc1c(NS(=O)(=O)c2ccc(Br)s2)c(=O)oc2ccccc12
-7	6	2	-6	-1.5	6	-7	7	4	Cc1cc(Br)ccc1NC(=O)CSCc1c(C)noc1C
16	-1	14	-5	-0.8	0	-7	9	-2	O=C(O)CCc1nc2cc(C(F)(F)F)ccc2n(Cc2ccccc2)c1=O
-7	1	2	7	0.4	4	4	0	-1	COc1ccc(C(=O)NCCc2c[nH]c3ccc(OC)cc23)cc1
26	4	6	2	-3.9	0	-1	3	-6	COc1ccc(COC(=O)N/N=C(\C)CC(=O)Nc2c(C)cc(C)cc2C)cc1
11	-5	-17	20*	-0.6	1	-11	2	15	CC(=O)Nc1ccc(/C=N/N2CCCCC2)cc1
-9	2	-3	-5	-0.8	0	14	-4	2	Oc1ccc(N=Nc2n[nH]c(-c3ccc(Br)cc3)n2)cc1
-11	4	12	-3	-0.1	1	11	-3	-3	CCCCn1c(=O)[nH]c(=O)c2c1nc(-c1cccc(OC)c1)n2C
3	-7	16	-8	-0.5	12	-1	-9	5	O=C(Nc1cccc(C(F)(F)F)c1)Nc1ccon1
-6	4	8	-1	1.1	1	6	-1	-2	O=S(=O)(N1CCOCC1)N1CCOCC1
-14	1	7	10	0.2	1	6	-2	-8	Cc1ccc(NS(=O)(=O)c2ccc(C(=O)N3CCCN(C)CC3)cc2)cc1
8	-3	1	-3	-0.4	0	-3	5	-5	CCc1cc(C(=O)NC(C)C2CCCO2)cs1 (stereo unspecified)
x	x	7	1	x	5	-2	6	1	COC(=O)[C@@]12C[C@@H](CC(=O)N3CCSCC3)C(=O)N(Cc3cccc4ccccc34)C1=CCC(C)(C)C2
-16	-4	-4	-5	4.0	1	18	-9	-8	COc1ccc(NS(=O)(=O)c2cc(NC(=O)c3cccs3)ccc2N2CCCC2)cc1
-7	3	6	-7	1.4	7	-5	-1	-4	CN(Cc1c(C(=O)N/N=C/c2cccc(Cl)c2)nnn1-c1nonc1N)c1ccccc1
7	x	-3	2	3.7	2	9	-8	4	COc1ccc(CCNC(=O)c2ccc3c(=O)n4c(nc3c2)CCC4)cc1OC
-3	-5	3	-5	-5.1	3	-1	2	4	COc1cccc(NS(=O)(=O)c2ccc(NC(C)=O)cc2)c1
-5	8	1	9	-1.0	3	1	1	5	Cc1cccc(OCCCC(=O)NNC(=O)c2ccccn2)c1
-4	-3	6	0	-1.1	0	-2	-4	-2	O=C(/C(C=Nc1cccc(C(F)(F)F)c1)=C(/O)c1ccco1)C(F)(F)F
0	2	2	-7	0.1	8	-9	8	-2	CCN(Cc1ccccc1)C(=O)Cn1c(=O)n(CCC(=O)N2CCCCC2)c(=O)c2sccc21
-2	4	-8	4	1.7	1	2	2	3	c1cnc(N2CCSCC2)nc1

# A second format for two compounds above:
# The line under a structure holds: CRFBP-R2 block | IDE inh | CHRM5 antagonist | M5 PAM | CRFBP-R2 agonist | CHRM4 agonist | M4 PAM | M4 antag | CHRM5 agonist
CN1CCN(S(=O)(=O)c2cccc(C(=O)Oc3ccc(Br)cc3F)c2)CC1
→ -14 | -1 | 7 | 4 | -1.1 | 4 | 1 | 9 | 0
Cc1ccc(NS(=O)(=O)c2ccc(C(=O)N3CCCN(C)CC3)cc2)cc1
→ -14 | 1 | 7 | 10 | 0.2 | 1 | 6 | -2 | -8

# Continued:
CRFBP-R2 block	IDE inh	CHRM5 antagonist	M5 PAM	CRFBP-R2 agonist	CHRM4 agonist	M4 PAM	M4 antag	CHRM5 agonist	SMILES
9	4	-2	4	-2.7	3	3	-7	-4	O=C(CCCN1C(=O)c2ccccc2C1=O)NCc1ccc(F)cc1
-3	-6	-3	3	0.0	4	7	-16	1	Cc1ccc(SCC(=O)N(C)CC(=O)Nc2cccc(F)c2)c(C)c1
-25	1	-7	10	1.8	1	17	2	1	O=C(O)c1cc2c(s1)CCCC2
-10	10	-4	4	-0.1	1	-4	1	0	CCn1c(NCc2c[nH]c3ccccc23)nc2ccccc21
x	x	0	-5	x	7	3	0	2	CC(C)(C)OC(=O)N1CCN(C(c2ccnc3ccccc23)c2nnnn2-c2ccc3c(c2)OCCO3)CC1 (stereo unspecified)
1	x	0	9	2.1	1	-1	-6	-4	Cc1ncnc(N)c1CCCNc1ccccc1
4	-1	11	-1	1.3	0	5	-10	2	Cc1ccc(C(=O)NCC(c2ccc(F)cc2)N2CCOCC2)s1 (stereo unspecified)
-2	3	7	0	-0.1	0	5	-2	-3	O=C1C2C3C=CC(C2C(=O)N1c1ccc(O)cc1)C1C2C(=O)N(c4ccc(O)cc4)C(=O)C2C31 (stereo unspecified)
7	8	-6	-1	4.2	2	4	0	1	CC(=O)c1ccc(NC(=O)CSc2nnc(-c3ccco3)c(-c3ccco3)n2)cc1
-1	-1	-8	8	-0.4	1	5	7	-1	CCOC(=O)C1CCN(C(=O)COC(=O)C2CCN(S(=O)(=O)c3ccc(C)c(C)c3)CC2)CC1
29	3	10	-9	0.9	0	-12	22	-1	COC(=O)C(C)Sc1ncnc2c1c(-c1ccccc1)cn2-c1ccc(OC)cc1 (stereo unspecified)
-2	1	2	-4	-0.2	3	2	-5	-2	COc1ccc(C2CC(=O)C3=C(C2)Nc2ncnn2C3c2ccccc2)cc1 (stereo unspecified)
-1	-2	1	-3	-0.3	3	2	-12	-1	O=C(NC1CCCCC1)C(c1ccccc1)N(C(=O)c1csnn1)C1CCCC1 (stereo unspecified)
-17	1	-5	7	6.8	0	-2	4	5	CCC(=O)NC(c1ccc(OC)cc1)c1cc(Cl)c2cccnc2c1O (stereo unspecified)
14	0	8	-4	0.3	1	-5	7	-1	Cc1ccc(S(=O)(=O)NCC(=O)OCC(=O)N(Cc2ccccc2)C(C)(C)C)cc1
